# Screening data from PubChem.
# WT yeast gro inh: growth inhibition of WT strain, primary screen, mitochondrial fusion inhibitor project, WT and mutant strains, chemical genetic | mitochondrial fusion phenotypic screen | inhibition, % at 10 µM | actives 2.1% (n = 190,000); in the data active = inhibition above about 58%; tested in S. cerevisiae
# Autophagy mod: autophagy modulators in MEF cells, primary screen, imaging, high-content, MEF GFP-LC3. MEF GFP-LC3 puncta imaging; test concentration mostly 10 µM. calls only at 10 µM (by protocol). actives 0.98% (n = 190,000);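 active = percentage of spot-positive cells more than 3 SD above its plate mean, without a fluorescence outlier flag or 80% toxicity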;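 note: spot-positive cell cutoff set from DMSO-treated cells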
# bCat nuc transl: modulators of beta-catenin nuclear translocation, primary screen, imaging, HeLa cells, immunofluorescence, high-content; actives 0.3% (n = 190,000); AID 1665, 2009; nuclear translocation activity, % at 5 µM;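 active = nuclear translocation activity above 50% at 5 µM, with a well cell count of 50 or more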;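 note: per-cell ratio of nuclear to cytoplasmic median beta-catenin stain intensity; plate controls were DMSO negative control for no effect and GSK-3 inhibitor IX positive control for full effect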
#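 test system = HeLa cells, endogenous beta-catenin | dosing = single 5 µM dose plus 0.02–20 µM confirmation series | times = compound treatment 24 h, 37°C, 5% CO2 | technique = beta-catenin immunofluorescence imaging with DAPI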
# XIAP displacement: XIAP antagonists, biochemical, IAP family, fluorescence polarization (AID 1018) | XIAP BIR domain, fluorescence polarization peptide displacement; higher % means a stronger effect | displacement, % at 20 µM, or IC50 in µM where a hit was titrated | actives 0.007% (n = 200,000); in the data active = displacement above about 50%; note: a part of the inactive calls stands beside numbers as strong as those of hits
# ER stress rescue: rescue of cells from ER stress-induced death, primary screen, 384-well, CSM14.1, thapsigargin, ATP luminescence (AID 1222). CSM14.1 thapsigargin-induced death rescue, ATP luminescence; higher % means a stronger effect. one-dose cellular ATP content (survival), % at 20 µM; EC50 in µM for titrated hits. 190,000 tested, under 10 active;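 active = EC50 below 50 µM in the dose-response confirmation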;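 note: death triggered by thapsigargin at about 15 µM added after 2 h compound pretreatment; cell ATP read after overnight thapsigargin exposure of roughly 18 to 22 hours; normalized against plate controls of thapsigargin alone and 5% DMSO vehicle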
# Dynein transport: inhibitors of GR-EGFP nuclear translocation, primary screen, dynein cargo transport inhibitor project, imaging, high-content, 3617.4 mouse cells; test concentration mostly 20 µM; stimulated with dexamethasone, 1 µM; active compounds read low; z-score, hits read low; actives 0.47% (n = 220,000); AID 1381, 2008;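 active = plate z-score of nuclear minus cytoplasmic receptor signal below a set negative limit, without overly bright fluorescence or cell loss, cut at about -3.5 in these data, passing the limit was not always enough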;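 note: z-score of nuclear minus cytoplasmic ring GR-EGFP intensity difference per well; some compounds called inactive have numbers as strong as hits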
#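 Buffer or medium: Induction medium lacking tetracycline, stripped serum | Also added: Dexamethasone agonist, 1.0 µM final, for 30 min | Timing: 48 h induction, 1 h compound, 30 min dex at 37 °C | Detection: Formaldehyde fixation, Hoechst nuclear stain, 10x automated fluorescence imaging | Measure: Nuclear versus cytoplasmic GR-EGFP signal, averaged per well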
# Lipid droplet: inhibitors of hepatocyte lipid droplet formation, primary screen, imaging, high-throughput imaging, BODIPY stain; AML12 mouse hepatocytes, oleate lipid droplets; inhibition, % at 6.5 µM; actives 0.4% (n = 240,000); AID 1656, 2009;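 active = lipid droplet intensity inhibited by at least 50%, with more than 500 cells counted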
#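 Material: mouse AML12 hepatocyte cell line, fixed after treatment; Timing: compound with oleate, overnight; Technique: high-content imaging of BODIPY-stained droplets and DAPI nuclei; Probe or stimulus: oleate, 100 µM final; Dosing: compound at 6.5 µM only.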
# Ins promoter up: insulin promoter activators in MIN6 cells, imaging, high-content screening, mouse beta cells | MIN6 insulin promoter-GFP reporter; active compounds read high | z-score at 5 µM | actives 0.3% (n = 190,000);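 active = z-score above 3 at 5 µM with at least 500 cells counted in the well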
# MT stabilizer: microtubule stabilizers in HeLa cells, primary screen, imaging, high-content imaging. HeLa tubulin immunostaining HCS, 24 h; share of cells brighter than vehicle mean+2SD. % tubulin-high responders, % at 10 µM. actives 0.83% (n = 200,000). AID 2205, 2009;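 active = plate Z-score above 3 for both tubulin-high and condensed-nucleus cell shares, with cell loss under 80%, at 10 µM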;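 note: anti alpha tubulin signal scored within the nucleus-defined area of each cell; some results filed as inactive read as strong as hits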
# WT yeast gro inh mutant strain: also measured in WT yeast gro inh; calls as there; inhibition, %; mitochondrial fusion phenotypic screen, mutant strain inhibition
# Dynein transport cytoplasmic EGFP: further read-out of Dynein transport, marked with its call; z-score; measured here: cytoplasmic GR-EGFP intensity; active compounds read high
# Dynein transport nuclear GR-EGFP: second read-out of Dynein transport, no call of its own (marks repeat the call); z-score; measured here: nuclear GR-EGFP intensity;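 lower value marks the stronger effect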
# Dynein transport cell count: recorded beside Dynein transport, whose call it bears; z-score; measured here: cell count per field
# Ins promoter up cell count: second read-out of Ins promoter up, no call of its own (marks repeat the call); cell count; measured here: cytotoxicity, nuclei count;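 total cells summed across four imaged fields per well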
# Lipid droplet cells 6.5 µM: also measured in Lipid droplet; calls as there; cell count; measured here: cell count, cytotoxicity flag;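 cells counted across two imaged fields per well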
# bCat nuc transl cell count 5 µM: also measured in bCat nuc transl; calls as there; cell count; measured here: cell count, cytotoxicity flag
# MT stabilizer Hoechst-high %: also measured in MT stabilizer; calls as there; % Hoechst-high responders; measured here: nuclear condensation Hoechst responders;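 share of cells brighter than vehicle mean plus two SD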
# MT stabilizer cytotoxicity %: recorded beside MT stabilizer, whose call it bears; toxicity, %; measured here: cytotoxicity by cell density;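 0% = mean cell density of plate MIN control wells and 100% = no cells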
# Autophagy mod cell loss 18 h: second read-out of Autophagy mod, no call of its own (marks repeat the call); toxicity, %; measured here: cell loss, nuclei count;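 cell loss after 18 h compound exposure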
# * marks the source's active call; other numbers are inactive results; i = inactive; x = not tested or not shown. No enrichment for hits; any-hit rate near 4%.
# Start of the listing, in advance:
SMILES,WT yeast gro inh,WT yeast gro inh mutant strain,Autophagy mod,Autophagy mod cell loss 18 h,bCat nuc transl,bCat nuc transl cell count 5 µM,XIAP displacement,ER stress rescue,Dynein transport,Dynein transport cytoplasmic EGFP,Dynein transport nuclear GR-EGFP,Dynein transport cell count,Lipid droplet,Lipid droplet cells 6.5 µM,Ins promoter up,Ins promoter up cell count,MT stabilizer,MT stabilizer Hoechst-high %,MT stabilizer cytotoxicity %
C=CCn1c(COc2cccc3ccc(C)nc23)nnc1SCC(N)=O,-1.4,3.9,i,-0.9,x,x,-3.9%,-2.7%,0.604,-0.235,0.705,0.488,2.1,776,1.06,1151,3.0,1.7,7.5
COC(=O)c1[nH]c2ccccc2c1NC(=O)C(C)N1CCN(C(=O)c2ccco2)CC1 (stereo not drawn),-0.6,-8.3,i,1.0,-3.9,1038,-1.1%,-0.1%,0.139,-0.175,0.448,0.239,x,x,0.13,1555,2.6,1.2,7.2
Cn1cc(CN2CCC(N3CCNC(=O)CC3)CC2)c(-c2ccccc2F)n1,-19.4,-10.4,i,-0.7,2.1,997,-2.7%,1.2%,-0.392,-0.195,0.277,-0.0232,22.7,735,0.12,1406,3.9,1.8,8.8
O=C(Oc1ccc(-n2cnnn2)cc1)c1ccco1,x,x,i,6.6,-1.3,854,-4.0%,-1.8%,-0.287,-0.198,0.0265,0.417,x,x,x,x,2.9,2.3,5.9
CC(C)(C)N1CC(COc2ccccc2)OC1=O (stereo not drawn),34.6,0.8,i,8.2,-1.8,1085,-2.1%,-2.5%,1.17,0.512,0.825,-0.682,-4.5,679,0.1,1972,2.3,0.8,22.0
CCOC(=O)N1CCC(NC(=O)c2cccc3c2C(=O)N(Cc2cccnc2)C3)CC1,4.7,0.1,i,14.4,0.2,1048,1.7%,0.7%,-0.82,-0.0993,-0.174,0.0922,-0.1,797,0.24,1312,4.8,2.5,8.5

# The list itself (from the top)
SMILES,WT yeast gro inh,WT yeast gro inh mutant strain,Autophagy mod,Autophagy mod cell loss 18 h,bCat nuc transl,bCat nuc transl cell count 5 µM,XIAP displacement,ER stress rescue,Dynein transport,Dynein transport cytoplasmic EGFP,Dynein transport nuclear GR-EGFP,Dynein transport cell count,Lipid droplet,Lipid droplet cells 6.5 µM,Ins promoter up,Ins promoter up cell count,MT stabilizer,MT stabilizer Hoechst-high %,MT stabilizer cytotoxicity %
C=CCn1c(COc2cccc3ccc(C)nc23)nnc1SCC(N)=O,-1.4,3.9,i,-0.9,x,x,-3.9%,-2.7%,0.604,-0.235,0.705,0.488,2.1,776,1.06,1151,3.0,1.7,7.5
COC(=O)c1[nH]c2ccccc2c1NC(=O)C(C)N1CCN(C(=O)c2ccco2)CC1 (stereo not drawn),-0.6,-8.3,i,1.0,-3.9,1038,-1.1%,-0.1%,0.139,-0.175,0.448,0.239,x,x,0.13,1555,2.6,1.2,7.2
Cn1cc(CN2CCC(N3CCNC(=O)CC3)CC2)c(-c2ccccc2F)n1,-19.4,-10.4,i,-0.7,2.1,997,-2.7%,1.2%,-0.392,-0.195,0.277,-0.0232,22.7,735,0.12,1406,3.9,1.8,8.8
O=C(Oc1ccc(-n2cnnn2)cc1)c1ccco1,x,x,i,6.6,-1.3,854,-4.0%,-1.8%,-0.287,-0.198,0.0265,0.417,x,x,x,x,2.9,2.3,5.9
CC(C)(C)N1CC(COc2ccccc2)OC1=O (stereo not drawn),34.6,0.8,i,8.2,-1.8,1085,-2.1%,-2.5%,1.17,0.512,0.825,-0.682,-4.5,679,0.1,1972,2.3,0.8,22.0
CCOC(=O)N1CCC(NC(=O)c2cccc3c2C(=O)N(Cc2cccnc2)C3)CC1,4.7,0.1,i,14.4,0.2,1048,1.7%,0.7%,-0.82,-0.0993,-0.174,0.0922,-0.1,797,0.24,1312,4.8,2.5,8.5
O=C(CC1CCCC1)Nc1nc2ccccc2[nH]1,9.6,5.2,i,-3.5,-5.1,995,-1.2%,3.4%,-0.222,-0.235,0.0473,0.87,x,x,0.71,1277,2.4,2.0,3.4
Cc1nn(CC2CCCCC2)c(N)c1-c1ccccc1,-12.2,5.0,i,-1.5,x,x,-4.9%,-0.5%,-0.577,-0.212,-0.291,0.765,-48.3,776,x,x,1.8,1.8,7.6
COc1cccc(C(=O)N2CCN(CCCc3ccccc3)CC2)c1OC,x,x,i,-12.7,1.2,849,-0.2%,-0.3%,0.928,-0.214,0.806,-0.854,x,x,-0.1,1249,8.8,2.3,1.5
CNC(=S)Nc1ccc2nc(C)c(C)nc2c1,-0.3,-5.5,i,-2.1,-1.1,1289,-3.9%,-0.9%,0.0633,-0.224,-0.172,0.155,x,x,1.35,1551,1.4,1.7,2.5
CCN(CC(=O)Nc1ccc(OC)c(OC)c1)S(=O)(=O)c1ccc(C)cc1,-0.2,4.5,i,0.8,-0.3,1043,-0.6%,-2.5%,-0.994,-0.255,-0.426,-0.647,12.4,604,0.1,1959,1.0,2.5,5.9
COc1ccc(-c2nnc(SCC(=O)NCc3ccco3)o2)cc1,-1.7,-2.2,i,15.7,-1.6,1074,-5.9%,0.8%,-0.193,-0.244,0.241,-0.0471,1.0,686,0.78,903,4.8,1.6,6.9
Cc1ccc2nc(NCCCO)[nH]c2c1,-5.6,-2.2,i,-4.1,x,x,x,x,0.177,-0.232,0.0109,-0.719,x,x,x,x,2.4,1.8,0.0
Cc1ccccc1OCCC(=O)Nc1c(C)n(C)n(-c2ccccc2)c1=O,-20.7,-1.2,i,4.8,x,x,x,x,-0.502,-0.219,-0.137,0.0934,x,x,x,x,1.8,1.6,7.6
COc1cc(/C=N/N=C(\N)c2nonc2N)cc(OC)c1O,x,x,x,x,0.9,1332,x,x,-0.573,-0.258,-0.184,1.13,5.4,765,0.02,1158,x,x,x
COc1ccccc1NC(=S)NC1CCCCC1,-0.5,13.4,i,-16.9,8.0,491,2.7%,2.9%,0.0339,-0.27,-0.226,0.0933,0.9,650,-0.16,1138,3.6,1.7,9.0
CCOC(=O)C(C)Sc1nc(N)c(NC(=O)c2ccc(OC)c(OC)c2)c(=O)[nH]1 (stereo not drawn),-8.3,-4.2,i,9.1,-1.4,1079,-0.7%,-2.8%,-1.09,-0.24,-0.636,0.406,-14.8,688,0.61,1800,1.7,2.8,8.9
COc1cc(OC)cc(-c2nn[nH]n2)c1,-8.2,-1.4,i,0.1,0.5,620,-2.5%,-0.4%,-0.703,0.23,-0.587,0.756,-1.0,715,0.16,1283,1.9,2.7,6.9
CNC(=O)CSc1nc(-c2ccccc2)c(-c2ccccc2)[nH]1,0.8,2.9,i,-22.3,6.8,1224,-5.7%,-0.6%,-0.264,-0.188,0.634,0.0391,x,x,-0.14,1460,10.5,5.2,2.7
S=C(NCCc1ccccc1)N/N=C/c1ccc(Cl)cc1,x,x,x,x,-0.1,1326,x,x,-0.719,-0.156,-0.0148,0.999,3.3,776,0.17,1056,x,x,x
O=C(Cn1cnc2ccccc2c1=O)N/N=C/c1ccc(Br)cc1,x,x,x,x,0.0,1305,x,x,-1.07,-0.25,0.0755,0.237,1.6,674,-0.08,1028,x,x,x
COC(=O)c1ccccc1N=C(SC)N(C)C,-10.2,-17.6,i,-4.4,-4.9,1020,-2.3%,0.0%,0.885,-0.227,0.248,-0.216,x,x,0.25,1343,3.7,1.5,1.2
O=C1Nc2ccc(Cl)cc2/C1=C/C1CC=CCC1 (stereo not drawn),61.8,66.5,i,-1.6,-2.3,556,-1.7%,5.6%,0.301,-0.219,-0.206,0.051,-3.0,633,0.43,1411,4.0,1.0,3.2
COc1ccc(CCn2c(SCC(=O)Nc3cc(C)on3)nc3ccsc3c2=O)cc1OC,2.7,4.2,i,4.1,4.0,1114,-3.4%,-2.5%,-0.0438,-0.136,-0.0037,0.649,28.5,594,-0.2,1643,1.2,2.7,5.5
O=C(CCC(=O)c1cccs1)NCC(=O)Nc1ccc(F)c(F)c1F,2.9,-12.2,i,-5.1,-0.1,883,-2.7%,-2.5%,0.0588,-0.3,-0.0973,0.107,9.5,662,0.01,1304,3.9,3.1,3.3
CCc1ccc(C(c2c(C)nn(-c3ccccc3)c2N)c2c(C)nn(-c3ccccc3)c2N)cc1,49.2,-7.8,i,4.7,0.8,848,-0.7%,-4.0%,0.933,-0.304,0.418,-0.09,-28.0,517,x,x,3.5,1.8,1.8
Cc1nnc(C)n1/N=C/c1ccc(O)cc1,-8.6,-5.7,i,-0.6,-1.9,942,-2.1%,1.3%,0.767,-0.185,1.25,-1.11,x,x,-0.35,1460,2.4,2.3,9.4
C=CCNC(=O)/C(C#N)=C/c1ccc(SC)cc1,-13.1,3.1,i,-2.2,5.2,959,-3.4%,-1.8%,0.815,-0.297,0.925,-1.34,-6.6,646,-0.26,1196,3.9,3.9,6.3
CCOc1cc(S(=O)(=O)NCCc2ccccc2C)c(OCC)cc1-n1cnnn1,-5.9,-3.1,i,1.6,-3.2,1202,-1.6%,0.7%,-0.587,-0.186,-0.29,0.334,x,x,0.1,1310,1.2,1.9,10.2
